FEN1 inh = human FEN1 inhibition. Recombinant FEN1 flap cleavage, fluorescence, 15 min. Potency, µM (titrated, usually from 114 µM), for the others: at the top dose activity change, negative = inhibition, actives largely listed as inhibitors. 390,000 compounds, 0.35% hits. AID 588795; note: nearly all actives have a fitted effect of over 65% in size
Target sequence (P39748 whole entry, looked up): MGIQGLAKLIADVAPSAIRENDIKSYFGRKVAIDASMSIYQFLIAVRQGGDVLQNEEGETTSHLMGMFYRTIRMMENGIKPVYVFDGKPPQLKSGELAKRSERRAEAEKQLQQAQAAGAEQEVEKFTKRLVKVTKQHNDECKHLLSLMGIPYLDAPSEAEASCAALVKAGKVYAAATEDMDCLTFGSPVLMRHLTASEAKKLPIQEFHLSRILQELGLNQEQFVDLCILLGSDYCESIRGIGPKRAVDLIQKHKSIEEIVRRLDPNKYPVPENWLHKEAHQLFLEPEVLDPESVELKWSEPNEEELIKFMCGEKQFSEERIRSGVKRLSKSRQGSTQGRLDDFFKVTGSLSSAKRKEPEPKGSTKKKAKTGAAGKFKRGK
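Quantitative HTS format: each compound was titrated, incubated with 10 nM nuclease for 15 min at room temperature, then challenged with flap substrate at 50 nM final. Signal change over 15 min gave concentration–effect curves.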
N370S GC = inhibitors or activators of N370S glucocerebrosidase for Gaucher disease; P04062; N370S GC spleen homogenate, 4MU-glucoside fluorescence; Potency, µM (series often up to 59.4 µM), for inactives: at the highest dose activity change, negative = inhibition, hits mostly inhibitors; 330,000 compounds, 0.092% hits; AID 2101;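 note: 0% = full enzyme activity and -100% = no enzyme basal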
TDP1 block = inhibitors of human tyrosyl-DNA phosphodiesterase TDP1 | Potency, µM (doses to about 130 µM), for the others: top-dose activity change, negative = inhibition, actives largely listed as inhibitors | Q9NUW8 | AID 485290 | 350,000 compounds, 0.28% hits | recombinant TDP1, AlphaScreen DNA substrate cleavage; note: nearly all actives have a fitted effect of over 40% in size
Target sequence (Q9NUW8 whole entry, looked up): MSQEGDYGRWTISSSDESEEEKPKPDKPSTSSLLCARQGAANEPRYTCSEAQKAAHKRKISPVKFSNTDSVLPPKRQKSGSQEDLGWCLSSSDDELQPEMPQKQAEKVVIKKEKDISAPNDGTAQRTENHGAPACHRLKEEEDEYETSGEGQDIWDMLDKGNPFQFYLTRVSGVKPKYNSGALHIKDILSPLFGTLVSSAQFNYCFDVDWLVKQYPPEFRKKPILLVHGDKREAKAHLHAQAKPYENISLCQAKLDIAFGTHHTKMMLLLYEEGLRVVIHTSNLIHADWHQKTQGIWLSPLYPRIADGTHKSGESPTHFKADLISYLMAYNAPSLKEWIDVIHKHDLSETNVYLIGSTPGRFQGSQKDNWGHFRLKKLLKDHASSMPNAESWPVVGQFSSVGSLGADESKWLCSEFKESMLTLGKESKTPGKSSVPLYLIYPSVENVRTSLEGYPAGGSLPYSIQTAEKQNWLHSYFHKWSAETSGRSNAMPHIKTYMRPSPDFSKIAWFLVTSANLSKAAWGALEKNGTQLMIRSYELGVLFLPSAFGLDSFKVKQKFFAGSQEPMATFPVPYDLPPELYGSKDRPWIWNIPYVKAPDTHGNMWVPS
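Recombinant human Tdp1 (E. coli-expressed, 1 nM final) preincubated with compounds 15 min at room temperature, then 5'-biotin/3'-phosphotyrosine-FITC DNA substrate (15 nM final) added for 5 min. AlphaScreen beads (10 ug/ml final) added 10 min; cleavage lowers signal.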
* marks the source's active call; other numbers are inactive results; u = inconclusive; x = not tested or not shown; & = joins results of further samples; [ ] = remark or other dose. Calls come from the whole dose curve; as a rule, active = well fitted curve in the direction sought with a large enough effect; inconclusive = small, poorly fitted or top-dose-only effect, or another doubt; inactive = no such curve, though single readings can be large; an effect the other way counts as inactive or inconclusive. Unless noted, % is set by controls: 0 for no effect and ±100 for the full control effect; potency is the fitted concentration of half-maximal effect.

SMILES | FEN1 inh | N370S GC | TDP1 block
CN1CCN(Cc2nc3c([nH]2)c(=O)[nH]c(=O)n3C)CC1 | -1% | 5% | 0%
Cc1ccc(CSC2=Nc3ccccc3C3=NC(CCC(=O)N4CCN(c5ccccc5)CC4)C(=O)N23)cc1 (stereo not given) | -3% | x | 0%[12.3 µM]
CCCC1(CCC)NC(=O)N(CC(=O)Nc2ccc(Cl)c(S(=O)(=O)N3CCOCC3)c2)C1=O | -5% | x | 0%
COc1ccc(CNC(=O)c2cnc(C)cn2)c(OC)c1 | -2% | 8% | 4%
S=C(Nc1ccccc1Oc1ccccc1)Nc1cccc(Cl)c1Cl | -16% | 3% | -2%
COc1ccc(N2C(=O)c3ccccc3S2(=O)=O)cc1 | 1% | -5% | 0%&2%
CCOc1ccc(NC(=O)c2ccccc2SC)cc1 | 7% | -3% | x
O=C(c1ccccn1)N1CCN(C(=O)c2ccccn2)CC1 | 0% | -24% | 2%
O=C(NCc1cccs1)C1CC(=O)N(c2ccc(F)cc2)C1 (stereo not given) | -8% | 4% | -1%
CN(Cc1ncc[nH]1)C(=O)CC1C(=O)NCCN1Cc1c(F)cccc1Cl (stereo not given) | 1% | 9% | 8%

The final 6 compounds of the part before come first, to join the parts.
SMILES | FEN1 inh | N370S GC | TDP1 block
S=C(Nc1ccccc1Oc1ccccc1)Nc1cccc(Cl)c1Cl | -16% | 3% | -2%
COc1ccc(N2C(=O)c3ccccc3S2(=O)=O)cc1 | 1% | -5% | 0%&2%
CCOc1ccc(NC(=O)c2ccccc2SC)cc1 | 7% | -3% | x
O=C(c1ccccn1)N1CCN(C(=O)c2ccccn2)CC1 | 0% | -24% | 2%
O=C(NCc1cccs1)C1CC(=O)N(c2ccc(F)cc2)C1 (stereo not given) | -8% | 4% | -1%
CN(Cc1ncc[nH]1)C(=O)CC1C(=O)NCCN1Cc1c(F)cccc1Cl (stereo not given) | 1% | 9% | 8%
COc1ccc(S(=O)(=O)N2CCC(C(=O)N3CCCCC3)CC2)cc1 | -3% | 3% | 2%
C=CCc1cc(Cl)ccc1OCCOCCNC(C)CC (stereo not given) | -7% | -5% | x
Cc1ccc(C(=O)O/N=C2\CC3CCC2(C)C3(C)C)cc1 (stereo not given) | 3% | u | 0%
CC(=O)c1cn(-c2ccc(Cl)cc2)c(=O)[nH]c1=O | -8% | -7% | x
Oc1cccc(/C=N/N2CCN(c3ccccn3)CC2)c1 | -1% | 1% | 4%
Nc1c(N(CCO)C(=O)C2CCCC2)c(=O)[nH]c(=O)n1Cc1ccccc1 | -4% | x | 1%
CCN(CC(=O)Nc1ccc2c(c1)OCCO2)C(=O)CCc1ccc(OC)cc1 | -11% | -15% | 4%
O=C(NNc1ccccn1)c1ccccc1CC[N+](=O)[O-] | u | -4% | 0%
CCOC(=O)CC1OC(=O)c2cc3c(cc21)C(=O)OC3CC(=O)OCC (stereo not given) | 5% | 15% | 1%
Cc1ccc(CS(=O)Cc2ccc(C(=O)NC3CCCCCC3)o2)cc1 (stereo not given) | 7% | 9% | 4%

Some of the entries so far, field by field:
> CCN(CC(=O)Nc1ccc2c(c1)OCCO2)C(=O)CCc1ccc(OC)cc1
  FEN1 inh: -11%; N370S GC: -15%; TDP1 block: 4%

> O=C(NNc1ccccn1)c1ccccc1CC[N+](=O)[O-]
  FEN1 inh: u; N370S GC: -4%; TDP1 block: 0%

> CCOC(=O)CC1OC(=O)c2cc3c(cc21)C(=O)OC3CC(=O)OCC (stereo not given)
  FEN1 inh: 5%; N370S GC: 15%; TDP1 block: 1%

> Cc1ccc(CS(=O)Cc2ccc(C(=O)NC3CCCCCC3)o2)cc1 (stereo not given)
  FEN1 inh: 7%; N370S GC: 9%; TDP1 block: 4%

The list goes on:
SMILES | FEN1 inh | N370S GC | TDP1 block
CCc1ccc(S(=O)(=O)c2cn(C)c3cc(N4CCOCC4)c(F)cc3c2=O)cc1 | 1% | x | -5%
O=C(Cc1cccs1)Nc1nncs1 | 8% | 1% | 1%
Cc1ccc(S(=O)(=O)Nc2nc(C)c(NC(=O)OCCCl)s2)cc1 | 1% | 4% | 4%
Cc1cc(Cl)ccc1C(=O)C1CCCN(C(=O)c2n[nH]c3c2CCCC3)C1 (stereo not given) | -10% | 0% | 3%
CCOc1ccc(-c2ccc(SCC(=O)NC3CCCCC3)nn2)cc1 | 1% | -7% | 0%
Brc1ccc2ncc(Br)cc2c1 | 3% | 4% | 5%
CCOc1ccc(N(C(=O)c2snc(C(N)=O)c2N)C(C(=O)NCC2CCCO2)c2c[nH]c3ccccc23)cc1 (stereo not given) | -5% | 3% | 1%
COc1ccc(-c2csc3nc[nH]c(=O)c23)cc1OC | -9% | -4% | x
COc1ccc(C2(c3ccc(OC)cc3)NC(=O)N(CC(=O)N3CCOCC3)C2=O)cc1 | 20% | x | 1%
COC(=O)CCCC(=O)N1CCCC(C(=O)c2ccc(-c3ccccc3)cc2)C1 (stereo not given) | -8% | -4% | x
Cc1nc2ccn(Cc3cccnc3)c(=O)c2cc1C(=O)NCc1ccccc1 | -1% | x | 3%
COc1ccc(OC)c(NC(=O)CC2(CC(=O)O)CCCC2)c1 | -2% | -8% | x
CNc1oc(Cc2ccccc2)nc1S(=O)(=O)c1ccc(Cl)cc1 | 7% | -7% | 2%
O=C(O)C1C2C=CC(C2)C1C(=O)NCc1ccccc1 (stereo not given) | -14% | -4% | 0%
O=S(=O)(c1ccccc1)N1CCN(Cc2cccc(Cl)c2)CC1 | 1% | -13% | -2%
N#Cc1c(NC(=O)CSc2ccccn2)oc(-c2ccccc2)c1-c1ccccc1 | -2% | u | 2%
Cc1ccc(Nc2c([N+](=O)[O-])ccc3nonc23)c(C)c1 | 12% | -20% | x
N#Cc1nc(-c2cccs2)oc1NCc1ccco1 | -1% | 9% | 3%
Cc1ccccc1N1CCN(C2=NC(=O)/C(=C\c3cccs3)S2)CC1 | 7% | 6% | -4%
CCOC(=O)N1CCN(S(=O)(=O)c2ccc(C(=O)N(CCCN(C)C)c3nc4c(C)c(C)ccc4s3)cc2)CC1 | u | u | x
Cn1cnc(S(=O)(=O)N2CCN(c3cccc(C(F)(F)F)c3)CC2)c1 | -5% | -7% | 8%
CCCC(=O)NNc1c2ccccc2nc2ccccc12 | -10% | 25% | 6%
Cc1ccccc1NC(=O)C1CCCN(S(=O)(=O)c2c(C)noc2C)C1 (stereo not given) | 6% | 1% | 4%
Cc1cc(C)n(C(=O)N(c2ccccc2)c2ccccc2)n1 | 1% | -10% | x
C=CCn1c(SCCN2CCCCC2)nc2c1c(=O)[nH]c(=O)n2C | -3% | -5% | 3%
Cc1c(Cc2c(Cl)cccc2Cl)c(=O)ccn1C(C)c1ccccc1 (stereo not given) | 5% | -3% | 6%
Cc1nn(C)c(C)c1/C=N/NC(=O)CCn1cc([N+](=O)[O-])cn1 | 6% | -13% | -3%
Cc1c(Cl)c([N+](=O)[O-])nn1CCCC(=O)NCCc1ccccc1 | -4% | -3% | 1%
O=C(NCc1ccccc1)C(C(=O)c1ccc(F)cc1)n1ccccc1=O (stereo not given) | 3% | 26% | -2%
Cc1ccn(CCNC(=O)C2CCC(=O)N(Cc3ccc(Cl)cc3)C2)n1 (stereo not given) | 0% | -6% | 0%
CCc1ccc(CNC(=O)CN2C(=O)C3CCCCN3c3ccc(C(=O)N4CCCC4)cc32)cc1 (stereo not given) | -9% | x | 4%
O=C(NNC(=O)c1cc(Cl)ccc1[N+](=O)[O-])c1csc(N2CCOCC2)n1 | 11% | -7% | x
N#C/C(=C\c1cc(Cl)ccc1O)C(=O)NC1CCCCC1 | -2% | 16% | 2%
COc1cccc(NC(=O)c2c(-c3ccc(C)cc3)nnc3ccccc23)c1 | -2% | x | 3%
CCOc1ccc(NC(C)C(=O)N/N=C/c2ccc([N+](=O)[O-])cc2)cc1 (stereo not given) | x | -8% | 4%
CC(C)Cc1c2c([nH]c(=S)c1C#N)CCCC2 | -1% | 5% | 5%
COc1ccc(N2CCN(C(=O)CCS(=O)(=O)c3ccc4c(c3)NC(=O)CO4)CC2)cc1 | -2% | 11% | 2%
Cc1cn2c(=O)cc(COC(=O)c3cccc(NC(=O)COc4ccccc4Cl)c3)nc2s1 | 11% | x | 4%
O=C(Nc1nc2ccccc2[nH]1)c1cccc([N+](=O)[O-])c1 | -7% | 20% | 0%
C/C(CC(=O)Nc1cccc(C(F)(F)F)c1)=N\NC(=O)C1CCCCC1 | -2% | 6% | 0%
CCCOc1ccc2cc(-c3ccccn3)c(=O)oc2c1 | 14% | u | 1%
COc1cc(NC(=O)c2ccc([N+](=O)[O-])o2)ccc1NC(=O)c1cccs1 | -23% | 2% | 5%
CCC(C)NC(=O)c1ccc2nc(-c3cccs3)c(-c3cccs3)nc2c1 (stereo not given) | 12% | x | -2%
COc1cc(/C=C(\C#N)C(=O)N2CCOCC2)ccc1OCc1ccccc1 | 6% | -1% | -3%
COc1ccc(-c2nc3ccccc3o2)cc1NC(=O)CSc1ccc(Cl)cc1 | 19%&-5% | 6% | -1%&3%
COC/C=C/C1=CC2=CC(=O)C(C)(OC(=O)c3cnc4ccccc4n3)C(=O)C2=CO1 (stereo not given) | x | 9% | -1%
CC(C)(C)OC(=O)N1CCC(NC(=O)c2nc[nH]c2C(=O)N2CCN(C(=O)OC(C)(C)C)CC2)CC1 | -6% | x | 5%
CCOC(=O)C(Cc1c[nH]c2ccccc12)NC(=O)c1ccccc1Br (stereo not given) | -1% | -15% | 9%
C=C(C)C(=O)Nc1cccc(C2=NOC3(C2)C[C@@H](C(N)=O)N(C(=O)CCCCC)C3)c1 (stereo not given in full) | 25µM* | -6% | 40µM*
COc1cc(OC)c(-c2nc3c[n+](CC(=O)c4ccccc4)ccc3n2C)cc1OC | 1% | 4% | -1%
More results:
SMILES | FEN1 inh | N370S GC | TDP1 block
Cc1ccc(C)c(N(C(=O)Cn2nnc(-c3cccs3)n2)C(C(=O)NC2CC2)c2ccc(C)o2)c1 (stereo not given) | -2% | 4% | 3%
CS(=O)(=O)c1nc(S(=O)(=O)c2ccc(Cl)cc2)c(N2CCC3(CC2)OCCO3)s1 | -23% | 0% | 3%
COc1cccc(NC(=O)c2ccccc2NC(=O)c2ccncc2)c1 | -7% | x | -18%
COc1ccc(C2CCCN2C(=O)Nc2ccc(C)c(C)c2)cc1OC (stereo not given) | -7% | -16% | 5%
Cc1ccc(-c2nnc(SCC(=O)CC(=O)Nc3ccccc3)n2C)cc1 | -1% | 1% | 0%
COC(=O)C(CC(=O)c1ccc(Br)cc1)n1ccnc1 (stereo not given) | u | 0% | 8%
CCOC(=O)c1ccccc1NCN1C(=O)CSC1=O | 7% | 0% | 8%
CCCCn1c(SCC(=O)NCC2CCCO2)nc2ccc(N3CCOCC3)cc2c1=O (stereo not given) | -4% | 9% | 11%
COc1cccc(N(CC(=O)NC2CCCC2)C(=O)CCC(=O)Nc2nccs2)c1 | -1% | -9% | 5%
Cc1cc(C)nc(N2CCN(c3ncnc4c3cnn4Cc3ccc(Cl)cc3Cl)CC2)n1 | 2% | 3% | 8%
CCN1CCC[C@@H]1CNC(=O)c1cc(S(N)(=O)=O)ccc1OC | x | -8% | -5%
COc1cccc(C(=O)N[C@@H](C)C(=O)N2CCC3(CC2)NCCc2[nH]cnc23)c1 | -11% | -5% | 1%
COCCN1C(=O)c2cc(C(=O)Nc3ccc(C)c(F)c3)ccc2C1Nc1ccc(C)c(F)c1 (stereo not given) | 26% | 3% | 3%
O=C(NCCN1C(=O)C2C3C=CC(C3)C2C1=O)NCc1ccccc1 (stereo not given) | -12% | 6% | 7%
Cc1ccc(NC(=O)c2cc([N+](=O)[O-])ccc2N2CCCC2)cc1 | -11% | -1% | 6%
Cc1cccc(OCc2nnc(SCC(=O)N3CCCC3)o2)c1 | 12% | -7% | x
C=CCC1NS(=O)(=O)OCC1NC(=O)OCC(Cl)(Cl)Cl (stereo not given) | -1% | -9% | x
COc1ccc2oc(=O)c(C(=O)C[n+]3cccc(C)c3)cc2c1 | 9% | 6% | 0%

Screening data deposited in PubChem BioAssay by National Center for Advancing Translational Sciences (NCATS).
